# Source: PubChem BioAssay (National Center for Advancing Translational Sciences (NCATS))
# Lipid storage S3 – qHTS Assay for Lipid Storage Modulators in Drosophila S3 Cells. Drosophila S3 cells, BODIPY lipid droplet fluorescence, 18-24 h; cells fed with added oleic acid. lipid storage change, negative = inhibition, % at the top dose, mostly 46.1 µM; hits show Potency in µM. 0.64% of 320,000 active; active = well fitted inhibition curve with a large enough effect in the signal ratio, with a control signal flat, not every such curve was filed as active; inconclusive = small, poorly fitted or top-dose-only effect, or effect the other way, or a change in a side signal; the % refers to the signal ratio
#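 Laser-scanning cytometry quantifies lipid droplet accumulation (500–530 nm total intensity; droplet/cell object ratio) in oleic acid-fed (400 uM added) Drosophila S3 cells treated with a concentration series. 20 uM Triacsin C defined 100% inhibition.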
# Lipid storage S3 cell count max – recorded beside Lipid storage S3, whose call it bears; cell number change, %; measured here: cell count max response;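 cells counted by Cell Tracker Red CMTPX staining in the red channel; peak over a dose series mostly up to 46.1 µM; percent activity relative to internal control wells on each plate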
# The depositor's hits bear a star; i = inactive; ? = inconclusive; . = not tested or not shown; [ ] = another dose, or the depositor's remark. % is scaled to controls: 0 for no effect and ±100 for the full control effect; potency is read from the fitted curve at half-maximal effect. A portion of the library; the hit share may differ from the screen's.
# Sequence of screens: Lipid storage S3	Lipid storage S3 cell count max
CCOc1ccc2cc(C3CC(c4ccco4)=NN3S(=O)(=O)c3ccccc3)c(Cl)nc2c1 (stereo not drawn)
    23.8%	-0.2
COc1cc(C(CC(=O)N2CCCC2)c2c(OC)cc(OC)c3ccc(=O)oc23)cc(OC)c1OC (stereo not drawn)
    13.7%	17.0
CN(C)C(=O)c1cc(C(=O)c2ccccc2C(F)(F)F)c[nH]1
    ?	.
Cn1nnc(NC(=O)c2ccc(C(C)(C)C)cc2)n1
    18.4%	0.7
COc1ccc(C(=O)N/N=C/C(=O)c2ccccc2)cc1
    ?	.
O=C(N=C1SC2CS(=O)(=O)CC2N1Cc1ccccc1Cl)C1CC1 (stereo not drawn)
    ?	.
NS(=O)(=O)c1ccc(NC(=O)CN2CCCC2)cc1
    ?	.
N#CCCC(CCC#N)(CCC#N)c1cc[n+](CCc2ccccn2)cc1
    ?	.
c1ccc(CNc2c3ccccc3nc3ccccc23)cc1
    ?	.
O=C1CCN(c2ccc([N+](=O)[O-])cc2F)CC1
    ?	.
CCC(C)NC(=O)COc1ccc(S(=O)(=O)N2CCOCC2)cc1 (stereo not drawn)
    ?	.
O=C(CCc1ccc(O)cc1)c1c(O)cc(O)cc1O
    ?	.
COc1ccc2c(c1)c(=O)oc1c(C)c(OCc3ccc(C(=O)O)cc3)ccc12
    ?	.
CC(=O)C1=C(c2ccccc2)OC(N)=C(C#N)C1c1ccc(O)cc1 (stereo not drawn)
    ?	.
CC(=O)Nc1ccc(Cc2nc3c([nH]2)c(=O)n(C)c(=O)n3C)cc1
    ?	.
COc1ccc(-c2cc(C(=O)NCc3cccnc3)no2)cc1OC
    ?	.
N#CCCN1CCN(S(=O)(=O)c2ccc3c(c2)CCC3)CC1
    ?	.
O=C(c1ccc(Br)cc1)N(C1=NCCCCS1)c1ccccc1
    ?	.
COc1ccc(C2C(C(=O)N3CCN(c4ccccn4)CC3)CCC(=O)N2c2ccc(OC)cc2)cc1 (stereo not drawn)
    ?	.
O=C(Nc1nnc(S(=O)(=O)N2CCCCC2)s1)c1ccc(Cl)cc1
    -11.7%	-7.2
COc1ccc(/C=N/Nc2ncnc3scc(-c4ccccc4)c23)cc1OC
    ?	.
O=C(CN1CCOCC1)Nc1ccc(F)cc1
    6.2%	8.9
Cc1ccc(C)c(N(Cc2cc3ccc(C)cc3[nH]c2=O)C(=O)c2ccco2)c1
    13.3%	10.5
CCSc1cc(N2CCCC2)nc(-c2ccc(F)cc2)n1
    ?	.
O=C(CSc1nnc(-c2ccncc2)o1)Nc1cc(F)ccc1F
    ?	.
CN1CCN(CCNC(=O)Nc2ccccc2[N+](=O)[O-])CC1
    ?	.
COc1ccc(S(=O)(=O)N2CCC(C(=O)NCCC(=O)Nc3cccc(Cl)c3)CC2)cc1
    9.8%	28.7
CC(C)c1nc(C#N)c(N2CCOCC2)o1
    ?	.
c1ccc2oc(SCc3cn4ccccc4n3)nc2c1
    i	.
Cc1cc(C)c2c(N)c(C(=O)Nc3nccs3)sc2n1
    ?	.
CCOC(=O)c1cnn(-c2ccccc2)c1NC(=O)c1ccccc1C
    ?	.
CC(C)C(=O)NC(c1cccc([N+](=O)[O-])c1)c1c(O)ccc2ccccc12 (stereo not drawn)
    -10.3%	21.7
O=C1CCN(Cc2ccccc2)CCN1[C@H](COc1ccccc1)Cc1ccccc1
    ?	.
Nc1ccc(S(=O)(=O)N2CCOCCOCCOCCOCCOCC2)cc1
    ?	.
N#Cc1nc(Cc2ccccc2)oc1NCc1ccccc1
    -3.6%	-21.0
CCOC(=O)c1cnc(SCc2nc(N)nc(Nc3ccc(F)cc3)n2)nc1N
    ?	.
O=C(CCN1C(=O)c2ccccc2C1=O)NCCC1=CCCCC1
    ?	.
COc1cc2c(cc1OC)CN(C(=O)c1cc(Cl)nc(Cl)c1)CC2
    ?	.
CN1CCN(C(=O)/C(C#N)=C/c2ccc(OC(F)F)cc2)CC1
    3.8%	.
COc1ccc(Br)c(-c2nc(CS(=O)(=O)c3ccc(F)cc3)no2)c1
    3.2%	5.6
COc1cc(NC(C)=O)c2ncccc2c1NC(C)=O
    8.5%	1.2
CCOC(=O)c1nn(-c2ccc(C)c(C)c2)c(=O)c2c(N)scc12
    -18.4%	-23.5
Cc1nnc(SC(C)C(=O)NC2CCCc3ccccc32)n1-c1ccccc1 (stereo not drawn)
    4.8%	-4.5
Cc1ccc(Cn2ccc(NC(=O)c3noc4c3CCc3ccccc3-4)n2)cc1
    ?	.
CCn1cc(S(=O)(=O)NCCc2ccc(F)cc2)cn1
    15.1%	14.1
CCS(=O)(=O)c1nc(S(=O)(=O)c2ccc(Cl)cc2)c(NCc2ccco2)s1
    -8.2%	-10.1
CCOc1cc(C2C(C(=O)c3ccco3)=C(O)C(=O)N2CCc2ccccc2)ccc1O (stereo not drawn)
    ?	.
Cc1ccc(O)c(C(=O)c2cc(C#N)c(=O)n(-c3c(C)n(C)n(-c4ccccc4)c3=O)c2)c1
    ?	.
Cc1ccc(S(=O)(=O)N2CCN(C(=O)CSc3nccn3C)CC2)cc1
    ?	.
COC(=O)c1cc2ccsc2n1CC(=O)NCC1CCCO1 (stereo not drawn)
    -5.8%	-5.1
COC(=O)c1c(NC(=O)CSc2ncn[nH]2)sc(C)c1C
    ?	.
Cc1ccc(CN2CCN(CC(=O)N=Nc3c(O)[nH]c4ccccc34)CC2)cc1
    0.1%	-13.3
COCCNC(=O)c1ccccc1NC(=O)c1ccc(Cl)c(S(=O)(=O)Nc2ccc(C)cc2C)c1
    i	.
CCCCn1c(CNC(=O)c2cccs2)nc2ccccc21
    5.0%	-6.7
COc1cc(NC(=O)COc2ccccc2Cl)ccc1NC(=O)c1cccs1
    4.61µM*	.
COc1ccc(C(=O)COC(=O)C(C(C)C)N2C(=O)C3C4C=CC(C4)C3C2=O)cc1 (stereo not drawn)
    ?	.
Cc1ccc(CN2CCN(/N=C/c3cc(Br)ccc3F)CC2)cc1
    -5.6%	-7.0
O=C(COCc1cc(-c2ccc3c(c2)OCO3)on1)N1CCN(c2cccc(C(F)(F)F)c2)CC1
    ?	.
CCCC(=O)C1=C(N2CCCCC2)CC(C)(C)C(C(=O)OC)C1=O (stereo not drawn)
    5.6%	0.8
CCc1nnc(NC(=O)C2CCCN2C(=O)Nc2ccccc2OC)s1 (stereo not drawn)
    ?	.

# New compounds follow
# Sequence of screens: Lipid storage S3	Lipid storage S3 cell count max
O=c1[nH]cc(S(=O)(=O)c2ccccc2)[nH]1
    ?	.
Cc1ccc(S(=O)(=O)n2cc(C=O)c3ccccc32)cc1
    8.0%	12.9
O=C(CCN1C(=O)[C@@H]2Cc3ccccc3CN2C1=O)N[C@@H](Cc1ccccc1)C(=O)O
    ?	.
CC(C)=CCc1c(O)c(CC=C(C)C)c2occ(-c3ccc(O)cc3)c(=O)c2c1O
    ?	.
O=C(Nc1c(C(=O)N2CCOCC2)cnn1-c1ccccc1)c1ccccc1
    ?	.
COc1cc([N+](=O)[O-])cc([N+](=O)[O-])c1NC(=O)N1CCOCC1
    ?	.
COc1ccc(S(=O)(=O)N2CCCCCC2)cc1NS(=O)(=O)c1cc(C(=O)O)cc(C)c1C
    ?	.
Cc1ccc(CNC2CCCCC2)s1
    ?	.
COC(CNc1ccc([N+](=O)[O-])c(NCC(OC)OC)c1C#N)OC
    10.4%	16.1
O=C(CSc1ncccn1)N1CCC(Cc2ccccc2)CC1
    ?	.
CCCOc1ccc(C(=O)NCC(C)(C)N2CCOCC2)cc1
    ?	.
Cc1cc(C)c(C)c(OCCN2CCOCC2)c1
    i	-23.8
COC(=O)c1c(NC(=O)CN2CCN(c3ccccc3OC)CC2)c2c(C)cccc2n1C
    ?	.
O=C(O)c1cc(S(=O)(=O)NC(Cc2c[nH]c3ccccc23)C(=O)O)ccc1Cl (stereo not drawn)
    -26.2%	9.2
CCOC(=O)N1CCC(N2Cc3cccc(C(=O)Nc4ccc(OC)c(OC)c4)c3C2=O)CC1
    ?	.
COc1ccc(CCNC(=S)Nc2cccc(C)c2)cc1
    i	-9.8
COc1ccc2cc(CCC(C)=O)ccc2c1
    5.4%	-3.0
CCCCOc1ccc(-c2ncc([N+](=O)[O-])cn2)cc1
    ?	.
COCCNc1c(-c2ccc(O)cc2)nc2ccc(Cl)cn12
    4.1%	2.7
COc1cc2c(cc1OC)CN(C(=O)CCCN1C(=O)c3ccccc3C1=O)CC2
    ?	.

# Compounds from the list above that have a furan ring, fused or not, in the order listed:
# Sequence of screens: Lipid storage S3	Lipid storage S3 cell count max
CCOc1ccc2cc(C3CC(c4ccco4)=NN3S(=O)(=O)c3ccccc3)c(Cl)nc2c1 (stereo not drawn)
    23.8%	-0.2
Cc1ccc(C)c(N(Cc2cc3ccc(C)cc3[nH]c2=O)C(=O)c2ccco2)c1
    13.3%	10.5
CCS(=O)(=O)c1nc(S(=O)(=O)c2ccc(Cl)cc2)c(NCc2ccco2)s1
    -8.2%	-10.1
CCOc1cc(C2C(C(=O)c3ccco3)=C(O)C(=O)N2CCc2ccccc2)ccc1O (stereo not drawn)
    ?	.

# Next part
# Sequence of screens: Lipid storage S3	Lipid storage S3 cell count max
COc1cc(OC)cc(C(=O)NCCSCc2ccc(Cl)cc2)c1
    i	.
COc1ccccc1-n1nnnc1SCC(=O)Nc1ccccn1
    ?	.
CC(=O)Nc1ccc(Nc2ccc3nonc3c2[N+](=O)[O-])cc1
    i	.
O=C(Nc1ccc(Cl)cc1)[C@@H]1[C@@H]2C(=O)N(c3cccc(F)c3)C(=O)[C@@H]2[C@H]2C=CC=NN21
    -6.1%	8.1
O=C(CN1CCNC(=O)C1)NCCc1ccc(Cl)cc1Cl
    -25.2%	-23.8
COc1ccc([C@]23Cc4cc(OC)c(OC)cc4C(O2)c2c(cc(C)oc2=O)O3)cc1
    8.6%[9.22 µM]	1.5
CC(=O)c1cccc(NC(=O)c2cc3ccccn3n2)c1
    ?	.
COc1ccccc1N1CCN(C2CCCN(C(=O)Cn3cccn3)C2)CC1 (stereo not drawn)
    -1.3%	3.8
Nn1c(-c2ccc(O)cc2)nnc1-c1ccc(O)cc1
    -10.7%	6.7
COc1ccc(C(=O)NC(CC(C)C)C(=O)O)cc1 (stereo not drawn)
    -8.9%	-12.2
COCCn1c(=NC(=O)CSCC(=O)Nc2cc(C)on2)sc2cc(C(=O)OC)ccc21
    -0.1%	.
COc1cc(NC(=O)c2ccc(OC)c([N+](=O)[O-])c2)ccc1NC(=O)c1ccco1
    ?	.
O=C(NCC(=O)N1CCN(c2ccccc2)CC1)c1cccs1
    i	-13.0
COc1ccccc1-[n+]1c(C)cc(/C=C2\Sc3ccccc3N2C)cc1C
    0.082µM*	-16.5*
COc1ccc(S(=O)(=O)NNC(=O)c2csc(-n3nc(C)cc3C(F)(F)F)n2)cc1
    i	17.2
Cc1cccc(N2CCN(C(=O)N3CCOCC3)CC2)c1C
    ?	.
Cc1nc2ccc(NC(=O)c3ccc(Cl)c([N+](=O)[O-])c3)cc2s1
    0.5%	0.0
CCCC(=O)C1=C(O)C(C(=O)OC)C(C)(C)CC1=Nc1ccncc1 (stereo not drawn)
    ?	.
COc1ccc(C(=O)N/N=C(\C)CC(=O)Nc2ccccn2)cc1OC
    ?	.
CC(C(=O)Nc1ccccc1C(=O)N1CCOCC1)N(c1ccccc1)S(C)(=O)=O (stereo not drawn)
    0.6%	4.5
O=C(NCc1ccc(C(F)(F)F)cc1)C1CC(c2c(Cl)cccc2Cl)=NO1 (stereo not drawn)
    ?	.
CC1CN(C(=O)c2cc3cc(F)ccc3[nH]2)CC(C)O1 (stereo not drawn)
    ?	.
CSc1nc2sc3c(c2c(=O)[nH]1)CCc1ccccc1-3
    ?	.
COc1ccccc1C(=O)NNC(=O)c1cccc(Cl)c1
    5.4%	.
CC(C)c1nc2ccccc2c2nnc(SCC(=O)NCc3ccco3)n12
    ?	.
Cc1ccc(Oc2ccc(S(=O)(=O)Nc3ccc(C(=O)O)cc3)cc2)cc1
    -9.0%	11.7
Clc1ccc(Cn2ncc3c(N4CCCCC4)ncnc32)c(Cl)c1
    ?	.
CCOc1ccc(-c2nnc3sc(COc4ccc(C)cc4)nn23)cc1
    9.2%	-11.0
Cc1sc2ncnc(N3CCC(C(=O)Nc4ccc(C#N)cc4)CC3)c2c1C
    ?	.
CCNC(=S)N(CCN(C)C)Cc1cc2cc(OCC)ccc2[nH]c1=O
    -0.6%	11.3
CCNc1nc(NCC)nc(N/N=C/c2ccc(O)c(O)c2)n1
    ?	.
O=C(NCC1CCCO1)C(c1ccc(F)cc1)N(CC1CCCO1)C(=O)c1ccc(-c2ccccc2)[nH]1 (stereo not drawn)
    ?	.
CCOc1ccc(C(=O)c2ccc([N+](=O)[O-])cc2Cl)cc1
    -10.0%	-0.7
Cn1cccc1C(=O)NNC(=O)COc1ccc(Br)cc1
    -1.2%	5.4
FC(F)(F)c1cnc(Oc2ccc(-c3nnco3)cc2)c(Cl)c1
    ?	.
Cc1ccc(C2=NN(S(C)(=O)=O)C(c3ccc4c(c3)OCO4)C2)cc1 (stereo not drawn)
    ?	.
COc1cccc(-c2cc(C(=O)NC3CC3)c3ccccc3n2)c1
    16.7%	20.5
COc1ccc(NC(=O)c2ccccc2SC)cc1
    ?	.
Cc1cc(C)cc(N(CC(=O)NCC2CCCO2)C(=O)CCC(=O)Nc2nccs2)c1 (stereo not drawn)
    ?	.
CCN=C(NCC)SC1CC(=O)N(c2ccc(F)cc2)C1=O (stereo not drawn)
    ?	.
CC1(C)CC(=O)C(C(N)=NC(=O)c2ccccc2)=C(O)C1
    7.6%	1.9
